TPT1 inhibitor – blocks Candida albicans tRNA 2'-phosphotransferase. recombinant caTPT1, FP RNA substrate dephosphorylation. inhibition, % at 5 µM. actives 0.81% (n = 300,000). AID 1962;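 active means inhibition above the mean of all tested compounds plus 3 SD, set per screening campaign, cut at about 24% in these data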;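 further: plate controls were DMSO alone for no effect and ferristatin control at 100 nM for full effect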
PAD4 inh – blocks human protein arginine deiminase 4; inhibition, % at 6.36 µM; Q9UM07; recombinant PAD4, RCA probe fluorescence polarization; actives 0.41% (n = 330,000); AID 485272;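 active means percent inhibition above a cutoff equal to the mean of all tested compounds plus 3 SD, cut at about 15% in these data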;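 further: 0% = PAD4 with RCA probe and DMSO and 100% = probe without PAD4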
Target sequence (Q9UM07 whole entry, looked up): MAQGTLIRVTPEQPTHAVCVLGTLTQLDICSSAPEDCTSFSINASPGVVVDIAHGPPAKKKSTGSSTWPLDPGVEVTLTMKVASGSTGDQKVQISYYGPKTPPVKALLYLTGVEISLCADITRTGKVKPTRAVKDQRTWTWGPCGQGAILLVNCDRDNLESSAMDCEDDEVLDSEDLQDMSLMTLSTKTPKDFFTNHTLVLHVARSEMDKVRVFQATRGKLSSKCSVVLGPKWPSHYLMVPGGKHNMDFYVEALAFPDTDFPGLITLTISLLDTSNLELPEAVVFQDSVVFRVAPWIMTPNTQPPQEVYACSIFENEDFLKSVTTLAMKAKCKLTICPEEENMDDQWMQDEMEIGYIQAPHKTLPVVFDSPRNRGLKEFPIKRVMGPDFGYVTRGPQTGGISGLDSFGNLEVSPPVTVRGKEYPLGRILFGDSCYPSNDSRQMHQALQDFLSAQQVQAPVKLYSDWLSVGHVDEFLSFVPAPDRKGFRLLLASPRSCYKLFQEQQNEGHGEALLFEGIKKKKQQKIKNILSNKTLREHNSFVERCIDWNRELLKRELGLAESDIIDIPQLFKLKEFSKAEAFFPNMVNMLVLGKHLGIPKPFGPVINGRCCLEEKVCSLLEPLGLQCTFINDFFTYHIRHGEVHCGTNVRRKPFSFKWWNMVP
GLD-1 RNA inh – GLD-1-TGE RNA interaction inhibition (C. elegans); Q17339; purified GLD-1 + fluorescein TGE RNA, fluorescence polarization; inhibition, % at 5.96 µM; actives 0.44% (n = 320,000);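 active means percent inhibition above a per-plate cutoff, the plate mean of test compounds plus 3 SD, cut at about 30% in these data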;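 further: 0% = DMSO wells with GLD-1 and probe and 100% = wells lacking GLD-1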
MCL1 BIM primary – MCL1-BIM-BH3 interaction inhibition (human); Q07820; GST-MCL1 / FITC-Bim-BH3 fluorescence polarization; inhibition, % at 10.9 µM; actives 0.68% (n = 320,000); AID 2057;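 active means inhibition above the mean inhibition of all tested compounds plus 3 SD, set per campaign, cut at about 40% in these data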;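 further: 0% = DMSO wells and 100% = unlabeled Bim-BH3 peptide control; higher means more loss of mP so more displacement of Bim peptide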
GSTO1 counter – blocks human GSTO1 in RBBP9 counter-screen | AID 1974 | actives 1.1% (n = 300,000) | P78417 | inhibition, % at 5.96 µM | recombinant GSTO1, activity-based probe fluorescence polarization;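 active means inhibition above the campaign mean inhibition plus 3 SD, cut at about 35% in these data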;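 further: 0% = GSTO1-1 with DMSO and 100% = wells lacking GSTO1-1 enzyme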
PME-1 primary – PME-1 (human) inhibition; Q9Y570; recombinant PME-1, FP-Rh probe fluorescence polarization; inhibition, % at 5.9 µM; actives 0.53% (n = 320,000);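 active means inhibition above the campaign mean of all compounds plus 3 SD, cut at about 26% in these data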;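 further: competitive labeling of PME-1 active site by serine hydrolase directed probe; 0% = PME-1 with DMSO and 100% = wells lacking PME-1 enzyme; inhibitors block probe labeling so polarization falls and inhibition rises; many of its hits are not listed in these tables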
Target sequence (Q9Y570 whole entry, looked up): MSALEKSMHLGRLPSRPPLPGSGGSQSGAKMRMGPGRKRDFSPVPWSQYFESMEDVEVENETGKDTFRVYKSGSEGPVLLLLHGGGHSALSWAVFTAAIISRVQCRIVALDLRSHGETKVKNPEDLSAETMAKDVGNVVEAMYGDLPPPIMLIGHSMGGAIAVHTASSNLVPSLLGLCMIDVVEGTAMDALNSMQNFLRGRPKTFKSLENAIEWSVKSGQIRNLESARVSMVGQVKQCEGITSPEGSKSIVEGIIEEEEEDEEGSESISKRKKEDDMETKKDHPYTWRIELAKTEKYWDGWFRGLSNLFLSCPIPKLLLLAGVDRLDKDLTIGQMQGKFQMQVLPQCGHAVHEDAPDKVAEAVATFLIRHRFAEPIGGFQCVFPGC
MEX-5 binding – C. elegans MEX-5 TCR-2 RNA binding activity; actives 0.38% (n = 300,000); MEX-5/FITC-TCR2 RNA binding, fluorescence polarization; stronger effect = lower value; activity score (negative = inhibition of binding), % at 10 µM; Q9XUB2; AID 1832;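 active means inhibition past about -25% in most replicates, and total fluorescence under double the plate's negative control median, limit read from the data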;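 further: 0% = DMSO and -100% = 5 µM competing unlabeled TCR2 RNA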
Bcl-xL primary – inhibitors of human Bcl-xL. actives 0.7% (n = 320,000). inhibition, % at 10.9 µM. Q07817. GST-Bcl-xL / FITC-Bim BH3 peptide fluorescence polarization. AID 2129;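 active means inhibition above the mean of all tested compounds plus 3 SD, cutoff set per campaign, cut at about 30% in these data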;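 further: 0% = DMSO wells and 100% = unlabeled Bim-BH3 peptide competitor; inhibitors lower millipolarization by displacing the labeled peptide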
Fam108B counter – Fam108B inhibition, counter-screen for RBBP9 inhibitors; recombinant Fam108B, FP-Rh probe fluorescence polarization; inhibition, % at 9.51 µM; actives 0.33% (n = 300,000); AID 1947;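 active means inhibition above the screen mean inhibition plus 3 SD, computed separately per campaign, cut at about 18% in these data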;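 further: inhibitors lower polarization as less probe binds the enzyme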
* marks the source's active call; other numbers are inactive results; · = not tested or not shown.

No. | structure | PME-1 primary | TPT1 inhibitor | GSTO1 counter | MCL1 BIM primary | PAD4 inh | Bcl-xL primary | MEX-5 binding | Fam108B counter | GLD-1 RNA inh
1 | Cc1ccc(/C=N/Nc2ccc(C(=O)O)cc2)o1 | -4 | 0 | 11 | -2 | 1 | 0 | -2.1 | 2 | 0
2 | COc1ccc(Nc2ncc3c(n2)CC(c2ccc(C)cc2)CC3=O)cc1 (configuration not stated) | 9 | -2 | 0 | 7 | -3 | 6 | -2.4 | -2 | 3
3 | Fc1ccccc1Cc1ccc(Cl)nn1 | -11 | -3 | 10 | 1 | -3 | 2 | 3.2 | 2 | -9
4 | CCOC(=O)C(N)CSC1CC(=O)N(c2ccc(OC)cc2)C1=O (configuration not stated) | 2 | -3 | -1 | 8 | -2 | 4 | 2.9 | -3 | 0
5 | COc1ccc(C2NC(=O)c3ccccc3N2)cc1OC (configuration not stated) | 1 | 0 | -1 | 8 | 2 | 7 | 1.7 | 1 | 10
6 | CCc1ccc(-c2cc(C)no2)cc1S(=O)(=O)Nc1ccccn1 | 1 | 0 | -2 | 5 | -4 | 4 | -0.6 | 0 | 4
7 | CC1(C)Cc2ccccc2-c2[nH]c(=S)[nH]c(=O)c21 | -2 | 0 | 4 | 15 | -1 | 8 | -1.7 | -1 | 2
8 | O=C(c1cccc(S(=O)(=O)N2CCN(c3ccc(F)cc3)CC2)c1)N1CCCC(C(F)(F)F)C1 (configuration not stated) | 4 | -5 | -5 | -5 | -2 | 2 | 0.9 | 3 | -1
9 | CCCCn1c(N)c(N(CC(C)C)C(=O)CCNC(=O)c2ccc(Cl)cc2)c(=O)[nH]c1=O | -3 | 2 | 2 | -10 | -2 | -9 | 0.0 | 3 | 4
10 | C=CCNC(=O)COC(=O)c1ccc(Cl)c(S(N)(=O)=O)c1 | -3 | 0 | -1 | 2 | -3 | 4 | 1.6 | 1 | 3
11 | COc1ccc(-n2nc(C(=O)NCC(=O)NCCCN3CC(C)CC(C)C3)c3ccccc3c2=O)cc1OC (configuration not stated) | -1 | -2 | 3 | 6 | 0 | 5 | -1.3 | -1 | -6
12 | COc1ccc(CNc2nccs2)cc1OC | 3 | 1 | 0 | 14 | -6 | 4 | 3.8 | 2 | -3
13 | O=C(COc1ccc([N+](=O)[O-])cc1)Nc1ccc(CN2CCOCC2)cc1 | 1 | -4 | -3 | 12 | 5 | 6 | -1.3 | 0 | 0
14 | NS(=O)(=O)c1ccc(NS(=O)(=O)c2ccc(NC(=O)c3ccc(-c4ccccc4)cc3)cc2)cc1 | -102 | 8 | -76 | 6 | -19 | 6 | 1.8 | -79 | 1
15 | COc1cc2c(cc1OC)C(C(=O)NCc1ccco1)C(c1cccs1)N(C)C2=O (configuration not stated) | 4 | 0 | 3 | -9 | 2 | -13 | 1.4 | 0 | 6
16 | CC(C(=O)OCC(=O)Nc1ccc(S(=O)(=O)N2CCCCC2)cc1)N1C(=O)c2ccccc2C1=O (configuration not stated) | 3 | 1 | -3 | -10 | -3 | -2 | 0.0 | -8 | -6
17 | Cc1ccc2cc3c(NS(=O)(=O)c4cccc5nonc45)nn(CC(C)C)c3nc2c1 | 4 | 1 | -2 | 5 | 2 | 7 | 0.2 | -2 | 6
18 | Cc1ccc2c(c1)N(CCCC(=O)NCCCN1CCCCC1)C(=O)CO2 | -8 | 3 | 6 | 3 | -3 | 2 | 0.7 | -4 | 4
19 | CCC(C)Oc1nc2ccccc2nc1NS(=O)(=O)c1ccccc1 (configuration not stated) | 12 | -1 | 2 | 2 | 2 | 3 | -0.3 | 1 | -2
20 | O=C(C1=C[C@H](c2ccccc2)C[C@H](OCc2ccc(CO)cc2)O1)N1CCN(Cc2ccc3c(c2)OCO3)CC1 | 4 | 2 | 7 | 0 | 3 | 0 | 1.1 | -1 | -4
21 | Nc1cccc(Nc2ncnc3ccccc23)c1 | 5 | -3 | 5 | 4 | 2 | 5 | 1.4 | -3 | -1
22 | O=C1Cc2cc(NS(=O)(=O)c3ccc(Cl)cc3)cc3c2N1CCC3 | 1 | -1 | 5 | 9 | 1 | 9 | -2.4 | 0 | 2
23 | O=S(=O)(c1cnccc1N1CCN(/N=C/c2ccccc2)CC1)N1CCCCC1 | 5 | -2 | -7 | -10 | -4 | 5 | 4.0 | -1 | 2
24 | CCOc1ccc(NS(=O)(=O)c2ccc(C(=O)NCC3(N4CCCCC4)CCCCC3)cc2)cc1 | 1 | 5 | 9 | -13 | -7 | -4 | 5.7 | 1 | -8

Some of these compounds in order of formula weight, low to high:
No. | structure | PME-1 primary | TPT1 inhibitor | GSTO1 counter | MCL1 BIM primary | PAD4 inh | Bcl-xL primary | MEX-5 binding | Fam108B counter | GLD-1 RNA inh
21 | Nc1cccc(Nc2ncnc3ccccc23)c1 | 5 | -3 | 5 | 4 | 2 | 5 | 1.4 | -3 | -1
22 | O=C1Cc2cc(NS(=O)(=O)c3ccc(Cl)cc3)cc3c2N1CCC3 | 1 | -1 | 5 | 9 | 1 | 9 | -2.4 | 0 | 2
18 | Cc1ccc2c(c1)N(CCCC(=O)NCCCN1CCCCC1)C(=O)CO2 | -8 | 3 | 6 | 3 | -3 | 2 | 0.7 | -4 | 4

Further results follow:
No. | structure | PME-1 primary | TPT1 inhibitor | GSTO1 counter | MCL1 BIM primary | PAD4 inh | Bcl-xL primary | MEX-5 binding | Fam108B counter | GLD-1 RNA inh
25 | CCN1C(=O)/C(=C\c2ccncc2)SC1=Nc1ccc(C)c(C)c1 | -5 | 1 | 3 | 3 | 3 | 10 | 1.8 | 0 | 2
26 | COc1ccc2c(c1OC)C(=O)N1N=C(c3ccc(Br)cc3)CC21 (configuration not stated) | 0 | 3 | -4 | 2 | -3 | 7 | 1.9 | 0 | -1
27 | COC(=O)c1ccccc1NC(=O)/C=N/O | 12 | 3 | -2 | -3 | -1 | 6 | 0.9 | 7 | -1
28 | C=CCNC(=O)COc1ccc(S(=O)(=O)Nc2ccc(OCC)cc2)cc1 | 2 | -6 | 8 | 0 | -4 | 5 | -0.2 | 2 | 4
29 | Cc1ccc(/C=N/NC(=O)CN(Cc2ccccc2)S(=O)(=O)c2ccc3c(c2)OCCO3)cc1 | -22 | 0 | -4 | 0 | -1 | 0 | 1.7 | -15 | -2
30 | COc1cc(OC)c2c(C)c(Cl)c(=O)oc2c1 | -4 | 3 | -3 | 2 | 2 | -2 | 1.8 | -2 | -2
31 | Cc1onc(-c2c(F)cccc2Cl)c1C(=O)c1ccccc1 | -4 | 1 | 3 | -1 | 5 | 1 | 0.6 | 0 | 6
32 | CCOc1ccc(OCCSc2ccc(S(=O)(=O)N3CCN(C)CC3)cn2)cc1 | 2 | · | · | -19 | 4 | -16 | · | · | -1
33 | Cc1cccc(NC(=O)C2CCN(C(=O)c3ccc(F)cc3)CC2)n1 | -8 | 0 | -1 | -2 | 2 | 7 | -0.8 | 0 | 7
34 | Cc1ccc(CN2CCN(/N=C/c3ccc(O)c(O)c3)CC2)cc1 | 5 | -2 | 36* | 34 | 7 | 24 | -8.5 | 1 | -7
35 | O=C(NC(=S)NCCC1=CCCCC1)c1cccnc1 | 9 | -3 | -12 | 10 | -3 | 5 | 1.2 | 1 | 6
36 | CCc1ccc(NC(=O)CSc2nc(CSc3ccc(C)cc3)cc(=O)[nH]2)cc1 | -7 | 5 | -20 | 2 | -2 | 4 | -0.9 | -4 | -2
37 | CCn1ccc(C(=O)NCc2ccc3c(c2)OCO3)n1 | 3 | 1 | 3 | 3 | 7 | 0 | -0.6 | -7 | 4
38 | O=C(COC(=O)Cc1ccc(S(=O)(=O)N2CCOCC2)s1)Nc1ccc2c(c1)OCO2 | 1 | 0 | 9 | 2 | 2 | 4 | 0.1 | -1 | -5
39 | Cc1ccc(S(=O)(=O)NCCN2CCOCC2)s1 | -2 | -3 | -2 | -1 | -2 | 1 | 0.4 | -1 | -4
40 | COc1ccc(-c2coc3c(CN4CCCCC4)c(O)c(CN4CCCCC4)c(O)c3c2=O)cc1 | -2 | 1 | 12 | -6 | -9 | -65 | 6.6 | 6 | 3
41 | CC(C)[C@H](NC(=O)c1ccccc1)C(=O)OCC(=O)NCCC1=CCCCC1 | 3 | 1 | 3 | -3 | -6 | 4 | 2.5 | 3 | 5
42 | COc1ccc(C(=O)NCCNC(=O)c2ccc(C)nc2)cc1 | 2 | 0 | 7 | 3 | -2 | -1 | -1.0 | -2 | -7
43 | COC(=O)c1ccc(CSc2nc3c(cnn3-c3ccc(C)c(C)c3)c(=O)[nH]2)o1 | -4 | 1 | -14 | 2 | 2 | 2 | · | -6 | 4
44 | O=S(=O)(c1cccc(-c2cn3cccnc3n2)c1)N1CCCCCC1 | 4 | 2 | 2 | 35 | 1 | 29 | -6.6 | -1 | 10
45 | COC(=O)c1[nH]c2c(c1C)C(=O)CC(c1cccc(OC)c1)C2 (configuration not stated) | 1 | -1 | 2 | -4 | -2 | 0 | 0.3 | 4 | -5
46 | Cc1ccc(C(=O)NS(=O)(=O)c2ccc(C)cc2)cc1 | -2 | -4 | 7 | -12 | 2 | -4 | -0.3 | 0 | 12
47 | CCCCNC(=O)c1onc(CSc2ccccn2)c1C(=O)NCCCC | 0 | -4 | 5 | 4 | 4 | 5 | 4.1 | 3 | 2
48 | Cc1ccccc1Nc1nc(CSc2nnc(-c3ccoc3C)n2C)cs1 | 0 | 5 | -1 | -1 | -2 | 1 | -0.2 | 1 | -8
49 | CCN1CCN(CC(=O)c2ccc(OC)cc2)CC1 | 0 | -2 | 0 | 3 | 1 | 1 | 1.4 | 6 | 2
50 | CCOC(=O)N1CCC(NC(=O)c2cc(COc3c(C)cccc3C)on2)CC1 | 1 | -1 | 2 | -9 | -3 | -5 | 0.0 | 4 | 8
51 | COc1ccccc1Oc1c(C)oc2c(CN3CCN(C)CC3)c(O)ccc2c1=O | -3 | -3 | 2 | -5 | -4 | 3 | -0.1 | -8 | -3
52 | C#CCOCCOCCOCCNc1nc(N2CCN(C(=O)C([C@@H](C)CC)n3cc(C(N)COC(=O)C(F)(F)F)nn3)CC2)nc(N2CCN(C(=O)C([C@@H](C)CC)n3cc(C(N)CC(C)C)nn3)CC2)n1 (some centres not stated) | 0 | 3 | 2 | -2 | -1 | 8 | -1.8 | 8 | 8
53 | CCN(CC)C(=O)COc1ccc2c3c(c(=O)oc2c1)CCCC3 | 5 | -1 | 5 | -6 | -3 | 4 | 0.6 | 0 | 5

Individual results from above.
Value for CCN1CCN(CC(=O)c2ccc(OC)cc2)CC1 under Fam108B counter: 6
Value for COc1ccccc1Oc1c(C)oc2c(CN3CCN(C)CC3)c(O)ccc2c1=O under GSTO1 counter: 2
Value for CCN(CC)C(=O)COc1ccc2c3c(c(=O)oc2c1)CCCC3 under MEX-5 binding: 0.6
Value for C#CCOCCOCCOCCNc1nc(N2CCN(C(=O)C([C@@H](C)CC)n3cc(C(N)COC(=O)C(F)(F)F)nn3)CC2)nc(N2CCN(C(=O)C([C@@H](C)CC)n3cc(C(N)CC(C)C)nn3)CC2)n1 (some centres not stated) under MCL1 BIM primary: -2
Value for CCOC(=O)N1CCC(NC(=O)c2cc(COc3c(C)cccc3C)on2)CC1 under MCL1 BIM primary: -9

Screens: PubChem, several laboratories

Not all compounds are listed; rates above refer to the full screens.
